# BoNT-F LC inh: BoNT F light chain protease inhibition; actives 0.22% (n = 360,000); AID 588497; inhibition, % at 10 µM; Multiplex microsphere protease cleavage assay, flow cytometry; in the data active means inhibition above about 35%, passing the limit was not always enough; inconclusive means no clear call, values can overlap the other calls; further: plate controls were buffer without enzyme for full effect and enzyme alone for no effect
# PfHsp40 yeast: rescue of PfHsp40-mediated yeast toxicity; S. cerevisiae expressing PfHsp40, growth rescue, ATP luminescence; growth rescue, % at 12.5 µM; actives 0.68% (n = 340,000); AID 504582; in the data active means growth rescue above about 28%, passing the limit was not always enough; inconclusive means no clear call, values can overlap the other calls;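 further: yeast W303a lacking pdr1 and pdr3 grown in galactose medium; growth measured after three days at 30 °C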
# BoNT-A LC inh2: inhibitors of Botulinum neurotoxin A light chain protease. multiplex microsphere protease substrate cleavage, flow cytometry. inhibition, % at 10 µM. actives 0.17% (n = 360,000). AID 588499; further: plate controls were buffer without enzyme for full effect and enzyme alone for no effect
# TcdB inh: TcdB glycohydrolase inhibition. P18177. TcdB glycohydrolase enzymatic assay, plate reader. inhibition, % at 9.99 µM. actives 0.24% (n = 350,000). AID 652162; in the data active means inhibition above about 10%
# FadD28 binding: inhibitors of Mycobacterium tuberculosis FadD28 bisubstrate binding | AID 588549 | actives 0.22% (n = 360,000) | inhibition, % at 12.5 µM | FadD28 bisubstrate probe binding, fluorescence polarization; in the data active means inhibition above about 8.5%, passing the limit was not always enough; inconclusive means no clear call, values can overlap the other calls
# Yp Topo-I inh: blocks Yersinia pestis topoisomerase I activity; Y. pestis Topo-I cleavage product accumulation, plate reader; activity, % at 10 µM; actives 0.064% (n = 360,000); in the data active means activity above about 50%, passing the limit was not always enough; inconclusive means no clear call, values can overlap the other calls; further: inactives centre near 2
# PrPC surface inh: inhibitors of human cell surface prion protein PrPC. P04156. TR-FRET read-out. inhibition, % at 13.8 µM. actives 0.43% (n = 370,000); in the data active means inhibition above about 24%; further: 0% = median of the test wells and 100% = reference compound wells
# CCHFV vOTU inh: blocks the CCHF virus ovarian tumor domain protease | CCHFV vOTU protease, Pep-AMC fluorescence | inhibition, % at 11.5 µM | actives 0.55% (n = 370,000) | AID 651958; in the data active means inhibition above about 30%; further: 0% = vehicle wells with enzyme and 100% = no enzyme wells
# Anthrax LF inh2: blocks Bacillus anthracis lethal factor protease | P15917 | multiplex microsphere protease cleavage assay, LF | inhibition, % at 10 µM | actives 0.12% (n = 360,000) | AID 588501; further: plate controls were buffer without enzyme for full effect and enzyme alone for no effect
# Target sequence (P15917 whole entry, looked up): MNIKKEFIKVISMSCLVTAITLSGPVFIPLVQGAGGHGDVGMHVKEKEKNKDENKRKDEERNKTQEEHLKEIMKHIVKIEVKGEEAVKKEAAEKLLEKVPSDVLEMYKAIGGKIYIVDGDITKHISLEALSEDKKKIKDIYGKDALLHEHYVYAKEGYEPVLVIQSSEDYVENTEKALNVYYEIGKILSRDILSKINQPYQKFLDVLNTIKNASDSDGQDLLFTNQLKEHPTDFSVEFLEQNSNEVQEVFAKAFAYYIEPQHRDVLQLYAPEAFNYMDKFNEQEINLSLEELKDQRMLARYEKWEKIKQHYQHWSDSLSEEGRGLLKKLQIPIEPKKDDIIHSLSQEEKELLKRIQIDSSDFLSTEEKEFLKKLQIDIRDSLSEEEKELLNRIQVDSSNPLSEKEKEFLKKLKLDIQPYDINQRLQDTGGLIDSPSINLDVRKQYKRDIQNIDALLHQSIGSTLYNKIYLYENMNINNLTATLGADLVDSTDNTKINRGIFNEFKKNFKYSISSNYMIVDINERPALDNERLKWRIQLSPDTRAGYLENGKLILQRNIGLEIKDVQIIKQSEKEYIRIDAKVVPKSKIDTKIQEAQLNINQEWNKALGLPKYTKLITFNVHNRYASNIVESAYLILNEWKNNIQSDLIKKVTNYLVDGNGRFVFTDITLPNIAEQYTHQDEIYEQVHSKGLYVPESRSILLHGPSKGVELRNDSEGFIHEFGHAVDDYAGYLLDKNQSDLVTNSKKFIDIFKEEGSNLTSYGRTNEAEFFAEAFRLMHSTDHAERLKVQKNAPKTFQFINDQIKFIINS
# The depositor's hits bear a star; ? = inconclusive; . = not tested or not shown. Unless noted, no stated cut-off is given here; in the data, active means inhibition above about 30%; inconclusive means no clear call, values can overlap the other calls; inactive means below that.
Molecule	PfHsp40 yeast	FadD28 binding	BoNT-F LC inh	Yp Topo-I inh	BoNT-A LC inh2	PrPC surface inh	Anthrax LF inh2	TcdB inh	CCHFV vOTU inh
O=S(=O)(O)c1ccc(NN=Cc2ccccc2O)cc1	-1.0	-2.1	-1	4	-0.2	4	-4	-1.1	12
CCN(CCCNC(=O)CCn1c(=O)[nH]c2ccccc2c1=O)c1cccc(C)c1	-0.3	-1.0	-3	10	0.1	2	-2	.	1
C[C@@H]1NC(=O)[C@H](CCC(=O)O)NC(=O)c2cc([N+](=O)[O-])cc(F)c2NCCC[C@@H](C(N)=O)NC1=O	1.3	0.4	0	10	-0.1	-16	-8	0.5	9
S=C(NCc1ccco1)Nc1cccc(Cl)c1	3.7	0.2	1	4	?	9	-2	.	1
CCc1ccc(NC(=O)N2CCN(c3ccccc3)CC2)cc1	0.0	0.1	-2	0	-0.2	5	-3	-1.0	2
Cc1cc(NC(=O)CSc2nc3c(c(=O)n2Cc2ccccc2)SC(C)C3)no1 (stereo not given)	1.1	-5.2	-8	14	0.2	0	-5	1.2	-5
CCCC(=O)N(c1ccc2oc(C)c(C(C)=O)c2c1)S(=O)(=O)c1ccc(C(=O)O)cc1	0.2	-1.1	-18	3	-1.9	-7	-4	1.5	10
CCc1ccc(C2CC(c3ccc(C)cc3)Nc3nc(N)nn32)cc1 (stereo not given)	-0.2	-0.5	-10	17	-1.2	2	0	0.1	19
Cc1ccccc1NC(=O)N1CCCC(c2nc(-c3ccc(C(C)C)cc3)no2)C1 (stereo not given)	0.7	-0.3	-3	4	0.0	-5	-3	2.3	4
COc1ccccc1-c1noc(-c2cccnc2)n1	1.0	-1.6	-13	-6	-1.1	-6	1	.	-2
O=C1O[C@@H](c2ccccc2)C[C@@H](O)C(=O)CCCCc2ccccc21	.	.	3	.	0.0	2	-2	-0.7	2
CS(=O)(=O)N1CCN(C(=O)Cc2ccc([N+](=O)[O-])cc2)CC1	-1.8	-0.6	.	-6	.	-17	.	0.7	-1
Cc1ccc(Cl)cc1C1=CC(=O)C[C@H](c2ccc(F)cc2)C1	3.6	-3.1	-3	69*	-0.1	7	-1	1.5	15
CS(=O)(=O)N(CC(=O)NCCSc1ccccn1)c1cccc2ccccc12	0.2	-1.2	1	-2	0.4	6	-5	0.0	-13
Cc1cc(C)c2nc(-c3ccccn3)cc(C(=O)NCCc3ccc(S(N)(=O)=O)cc3)c2c1	0.8	-3.0	4	23	-1.1	1	-7	-0.9	-12
COc1ccc(CNCc2cccc3ccccc23)cc1	-1.2	-0.5	-4	6	-6.1	-6	-18	0.3	11
Cn1c(=O)cc(SCC(=O)NCCN2CCN(c3ccccc3F)CC2)c2cc(Cl)ccc21	1.1	-2.2	2	2	?	-16	2	.	8
CC(O)(CS(=O)(=O)Cc1ccccc1)c1ccc(Cl)cc1 (stereo not given)	.	1.1	20	-5	-0.8	1	9	0.0	-11
C=CCNC(=O)/C(C#N)=C/c1cc(Br)ccc1OC	-2.0	-4.9	-4	7	0.0	3	0	0.9	4
O=C(COC(=O)c1ccc2ncsc2c1)Nc1ccc(Cl)cc1	-1.2	-0.6	-9	-4	0.0	1	-9	1.7	2
CCN1C(=O)[C@@H]2C(C(=O)c3cnccn3)=NN[C@@H]2C1=O	0.0	-3.5	?	-2	-0.4	-10	9	-0.1	13
CCOC(=O)c1c(C)n(OCc2ccccc2)c2ccc3c(no[n+]3[O-])c12	1.6	-0.7	-2	4	0.5	8	3	.	2
CSc1nc2sccc2c(=O)[nH]1	2.6	-0.2	2	-1	1.0	-3	-10	2.0	8
CCCN(CCC)CCCNC(=O)Cn1cnc2sc(C)c(S(=O)(=O)N3CCCCC3)c2c1=O	-0.3	-0.7	2	2	-3.4	-9	-1	0.3	22
CCOc1ccccc1NC(=O)CN1C(=O)C(=O)N(Cc2ccco2)C1=O	-1.2	0.4	-2	2	-0.5	3	3	0.1	-1
Cc1ccccc1C(=O)NCC(=O)NNC(=O)c1cccc(Cl)c1	-0.1	-0.2	0	2	0.9	6	-2	1.4	-7
CCSc1nnnn1-c1ccccc1	-0.4	0.5	-6	7	-0.1	-2	-3	1.3	-6
Nc1c(C(=O)NCc2ccco2)c2nc3ccccc3nc2n1CCN1CCCCC1	0.0	-2.8	-38	1	3.1	-6	-11	.	-87
O=C(NNc1ccc([N+](=O)[O-])cc1)c1ccccc1Cl	-0.7	0.6	-1	0	-1.1	-25	-8	-2.2	13
COc1ccc(CCNC(=O)CC2Nc3ccccc3NC2=O)cc1 (stereo not given)	0.2	0.2	-8	5	0.5	5	-13	.	11
Cc1ccc(S(=O)(=O)NN2C(=O)c3ccccc3NC2c2ccco2)cc1 (stereo not given)	0.7	-3.8	3	7	-1.8	3	9	1.2	-10
COc1ccc([C@@H]2CC=C(C(=O)O)[C@H](c3ccc(F)cc3)N2S(=O)(=O)c2ccc(C)cc2)cc1OC	1.6	0.1	0	-5	-0.6	2	0	-0.4	0
COc1ccc2c(C)c(CC(=O)N3CCN(C(=O)C4COc5ccccc5O4)CC3)c(=O)oc2c1C (stereo not given)	0.5	-0.3	-3	26	-0.4	-3	-3	0.8	-61
CCOC(=O)c1sc(N(Cc2ccccc2)C(=O)COC(=O)c2ccccc2O)nc1C	-1.6	-3.5	-4	11	0.3	7	0	-12	-2
COc1ccc(N(CC(=O)N2CCCCC2)S(=O)(=O)c2c(C)nn(C)c2C)cc1	0.0	2.8	5	5	0.5	-11	3	0.1	3
Cc1cc(C)c2c(n1)nn1c(NCCCN(C)C)cc(C)nc21	0.3	-5.4	-7	2	0.4	8	-6	.	-293
CN(C)S(=O)(=O)c1ccc(C(=O)Nc2cc(=O)n(C)c(=O)n2C)cc1	-0.7	-0.6	-10	-2	-1.3	-1	-1	0.4	0
O=C(Nc1ccc2c(c1)OCO2)C1CC(=O)N(c2ccccc2)C1 (stereo not given)	0.1	0.9	5	10	0.3	2	-1	0.5	10
COc1ccccc1NC(=O)CSc1ccc2nnc(-c3ccc(C)cc3)n2n1	-0.6	-3.8	-9	18	-0.3	0	-6	2.9	3
CC(C)NC(=O)C1(C)CCN1C(=O)c1ccccc1F (stereo not given)	.	-1.1	-2	-3	0.6	4	-5	1.0	0
O=C(NCc1ccccc1)c1cc(-c2cccc(O)c2)on1	0.6	-0.5	-11	6	-0.4	-7	-4	-0.8	-2
Clc1cccc(NCc2nnc(SCc3ccc(Cl)cc3Cl)o2)c1	0.7	0.1	-6	-8	0.0	5	-6	.	10
Cc1nc2ccc(NC(=O)N3CCSCC3)cc2nc1C	-0.8	-3.1	-3	-7	-0.2	-13	3	.	-16
CCOC(=O)[C@H]1[C@H]2COc3ccc(Cl)cc3[C@H]2N2C(=O)CNC(=O)[C@@]12C	-1.3	-1.7	-4	9	0.0	3	2	-0.5	1
Cc1ccc(-c2cc(NC(=O)CCl)n(-c3ccccc3)n2)cc1	1.2	1.0	13	-2	0.9	-12	1	.	9
O=C(CCc1nnc2ccc(NCc3ccccc3)nn12)NC1CCCC1	-1.3	-3.6	-2	0	1.4	-2	-3	1.1	9
COc1ccc(Br)cc1CNc1ccc(N2CCOCC2)cc1	-0.6	-4.2	-28	9	-1.3	-11	-12	-6.1	-1
O=C(NCc1cccnc1)c1cc(C2CCCN(C(=O)c3ccc4c(c3)CCO4)C2)on1 (stereo not given)	.	-1.0	2	3	-0.3	-1	0	-0.3	-7
CCc1ccc(NC(=O)CS(=O)CC(=O)NCCCc2ccccc2)cc1 (stereo not given)	-0.7	0.2	3	-1	1.7	6	-1	0.4	8
O=C(Nc1ccc2c(c1)OCO2)c1cc(-c2ccccc2Cl)on1	0.1	-1.8	2	-7	1.0	14	1	9.1	7

# (listing goes on)
Molecule	PfHsp40 yeast	FadD28 binding	BoNT-F LC inh	Yp Topo-I inh	BoNT-A LC inh2	PrPC surface inh	Anthrax LF inh2	TcdB inh	CCHFV vOTU inh
COCCNC(=O)Cn1cc(C(=S)N2CCCCC2)c2ccccc21	1.6	-0.7	-4	4	-0.6	-4	-4	0.5	-14
Cc1ccc(NC(=O)CSCC(=O)Nc2nnc(C)s2)cc1	-0.7	-4.0	?	3	?	-1	?	0.9	-5
Cc1[nH]n(-c2cccc(Cl)c2)c(=O)c1/C=N/n1c(C)nc2ccccc2c1=O	10	0.7	-14	-5	-0.8	3	5	.	-1
Cn1c(=O)[nH]c(=O)c2c1nc1n2CC(COc2ccc3ccccc3c2)O1 (stereo not given)	0.0	2.2	-14	-2	-0.9	-2	-2	1.4	-13
N#Cc1c(/N=C/c2cccnc2)sc2c1CCCC2	.	-1.0	-14	1	-0.8	5	-6	-2.0	-2
CSc1ccc(/C=N/NC(=O)c2ccc(-n3cnnn3)cc2)cc1	0.4	-2.4	-11	3	-1.0	2	-4	0.0	2
O=C1C(=C2CCCCC2)SC(=S)N1Cc1ccco1	-0.9	-1.5	-2	-17	?	-5	-4	.	5
CC(CNS(=O)(=O)c1ccccc1)Sc1nncn1C (stereo not given)	1.2	-3.7	-2	0	-0.1	2	-3	1.0	2
O=C(OC1CCCCC1=O)c1ccc(F)c(S(=O)(=O)N2CCOCC2)c1 (stereo not given)	-0.6	-2.4	?	4	?	.	?	-0.3	.
CCc1ccc(N(C(C)=O)C2C=CS(=O)(=O)C2)cc1 (stereo not given)	-2.5	-0.6	8	0	0.6	6	-16	.	8
C/C=C1\COC(C(=O)NCc2ccccc2)(C(F)(F)F)C=C1C=C(C)C (stereo not given)	2.2	-2.2	-1	39	0.5	1	0	2.4	20
O=C(Cn1cnc2ccccc2c1=O)NCC(=O)N1CCOCC1	0.0	-0.9	-1	-4	-0.7	7	-2	-3.5	19
Cc1nc2cc(N)ccc2n1-c1ccccc1	-1.0	-0.8	-16	8	-1.1	6	-9	2.5	3
NC(=O)CSc1nc(-c2ccccc2)nc2c1CCCC2	0.6	-3.0	-5	11	-0.4	0	-4	-0.6	-2
C=CCC[C@H](Cc1ccc(F)cc1)C(=O)OC[C@@H](NC(=O)[C@@H](CC=C)CC(=O)N[C@H](CO)Cc1ccccc1)C(C)(C)C	6.9	0.1	-1	-2	-0.2	-7	-1	0.5	24
COc1cccc(CNc2ccc(F)c(Cl)c2)c1O	1.0	0.0	-9	-7	-1.0	1	-5	.	4
NC(=O)c1c(NC(=O)c2ccccc2F)sc2c1CCCC2	0.2	-3.1	0	3	-2.5	-2	-5	0.7	-6
Cn1c(-c2ccccc2)c(C#Cc2ccc(N)cc2)c2ccccc21	2.6	-0.9	-37	-1	0.9	1	-10	0.2	-1
CC(C(=O)NC1CCCc2ccccc21)N1CCN(c2ccc(F)cc2)CC1 (stereo not given)	0.5	1.0	-6	22	-0.3	-6	-2	.	-1
COc1cccc(C(O)c2nc(-c3cccc(C(=O)O)c3)cs2)c1 (stereo not given)	.	-0.5	4	-8	-0.1	0	0	1.1	-14
CCn1c(SCC(=O)N2CCN(c3cccc(Cl)c3)CC2)nc2ccccc2c1=O	0.0	-3.2	-13	38	-0.9	-3	-2	.	3
CC1CC2(CC(CN(C3CCCCC3)C3CCCCC3)OC2=O)C(=O)O1 (stereo not given)	.	-0.1	-8	.	0.2	.	-4	.	.

# Retrieved one by one from above:
Molecule	PfHsp40 yeast	FadD28 binding	BoNT-F LC inh	Yp Topo-I inh	BoNT-A LC inh2	PrPC surface inh	Anthrax LF inh2	TcdB inh	CCHFV vOTU inh
Cn1c(=O)[nH]c(=O)c2c1nc1n2CC(COc2ccc3ccccc3c2)O1 (stereo not given)	0.0	2.2	-14	-2	-0.9	-2	-2	1.4	-13
Cc1[nH]n(-c2cccc(Cl)c2)c(=O)c1/C=N/n1c(C)nc2ccccc2c1=O	10	0.7	-14	-5	-0.8	3	5	.	-1
O=C(OC1CCCCC1=O)c1ccc(F)c(S(=O)(=O)N2CCOCC2)c1 (stereo not given)	-0.6	-2.4	?	4	?	.	?	-0.3	.
